# Screens (PubChem BioAssay)
# CSN deneddyl inh = inhibitors of human CSN-mediated cullin deneddylation | Q92905 | inhibition, % at 12.5 µM | 0.38% of 360,000 active | Purified CSN, SCF-Nedd8-OG deneddylation, fluorescence polarization;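 active = pattern-corrected inhibition above about 35%, with an unprinted fluorescence ratio check between 0.5 and 1.5, limit read from the data, passing the limit was not always enough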;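 also: 0% = enzyme with substrate and 100% = substrate without enzyme; some results filed as inactive read as strong as hits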
#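 Assay system: purified human Csn5 enzyme expressed in HEK293T cells; measure: % inhibition; also added: SCFSkp2-Nedd8OG substrate at 10 nM final; technique: fluorescence polarization; times: reaction 90 min, room temperature; medium: Tris buffer pH 7.5, NaCl, DTT, Tween-20, trehalose, ovalbumin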
# Rpn11 inh = inhibitors of human proteasome Rpn11; O00487; human 26S proteasome, Ub4-pepOG fluorescence polarization; 20S core pre-blocked with epoxomicin; calls only at 20 µM; 0.59% of 360,000 active; AID 588493;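 active = inhibition at 20 µM, scaled to each plate's controls, above about 33%, limit read from the data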
# Target sequence (O00487 whole entry, looked up): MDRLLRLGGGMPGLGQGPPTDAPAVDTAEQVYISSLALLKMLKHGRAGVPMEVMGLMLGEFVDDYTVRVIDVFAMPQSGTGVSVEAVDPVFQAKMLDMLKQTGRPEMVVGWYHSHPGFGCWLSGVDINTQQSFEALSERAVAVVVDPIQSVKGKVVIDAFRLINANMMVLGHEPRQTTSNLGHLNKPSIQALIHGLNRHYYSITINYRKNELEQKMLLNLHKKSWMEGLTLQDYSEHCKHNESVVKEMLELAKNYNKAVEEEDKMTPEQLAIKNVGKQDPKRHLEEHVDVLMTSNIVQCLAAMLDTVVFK
# SUMO1-SIM PPI = modulators of human SUMO1-mediated protein-protein interactions; P63165; SUMO1 binding to a labelled peptide, TR-FRET, 1 h; inhibition, % at 20 µM; 0.33% of 360,000 active; AID 602429; in the data active = inhibition above about 37%
# Target sequence (P63165 whole entry, looked up): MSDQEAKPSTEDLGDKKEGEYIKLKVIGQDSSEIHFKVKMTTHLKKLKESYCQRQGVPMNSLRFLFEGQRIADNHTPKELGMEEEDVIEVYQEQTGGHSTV
# STEP block = blocks human striatal-enriched tyrosine phosphatase; P54829; recombinant STEP, OMFP fluorogenic substrate, fluorescence; inhibition, % at 20 µM; 0.25% of 360,000 active;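 active = inhibition at 20 µM, scaled per plate between control wells, above about 37%, limit read from the data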;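 also: 0% = DMSO with enzyme and substrate and 100% = substrate only without enzyme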
#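 Test system: STEP tyrosine phosphatase / Reagent: OMFP at 25 µM / Doses: 20 µM, 1% DMSO / Read-out: percent inhibition scaled to no-enzyme and uninhibited-enzyme controls, plate-pattern corrected / Detection: FITC-channel fluorescence of OMFP product / Medium: Bis-Tris buffer pH 6.0, 2.5 mM DTT, 0.005% Tween 20 / Schedule: 20 min at room temperature, dark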
# DNMT1 inh = inhibitors of human DNMT1. P26358. AID 588458. 0.83% of 360,000 active. DNMT1 molecular beacon, Hinp1I cleavage, fluorescence. inhibition (reported as % activation of signal), % at 10 µM; in the data active = inhibition above about 50%
# Scp-1 inhibitor = inhibitors of human Scp-1 phosphatase | 0.88% of 340,000 active | AID 493091 | Q9GZU7 | inhibition, % at 20 µM | Recombinant Scp1, phosphopeptide, malachite green phosphate absorbance;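 active = inhibition above about 50% at 20 µM, limit read from the data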;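 also: plate controls were DMSO wells with enzyme for no effect and wells lacking enzyme for full effect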
#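 Test system – truncated SCP-1 phosphatase (76-261aa) · Reagent – Phosphorylated 17-residue peptide substrate · Incubation – 45 min room-temperature reaction, 5 min colour, 30 min stabiliser · Detection – colorimetric phosphate reagent with accelerator and stabiliser, absorbance at 630 nm · Measure – % inhibition at 20 µM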
# PABP1 MLLE inh = blocks PAM2 peptide binding to the PABP1 MLLE domain; P11940; GST-MLLE / FITC-PAM2 fluorescence polarization; inhibition, % at 20 µM; 0.36% of 360,000 active; in the data active = inhibition above about 35%, passing the limit was not always enough;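 also: plate controls were DMSO wells with GST-MLLE for no effect and wells lacking GST-MLLE protein for full effect; some results filed as inactive read as strong as hits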
# Target sequence (P11940 whole entry, looked up, the tested form may be a part): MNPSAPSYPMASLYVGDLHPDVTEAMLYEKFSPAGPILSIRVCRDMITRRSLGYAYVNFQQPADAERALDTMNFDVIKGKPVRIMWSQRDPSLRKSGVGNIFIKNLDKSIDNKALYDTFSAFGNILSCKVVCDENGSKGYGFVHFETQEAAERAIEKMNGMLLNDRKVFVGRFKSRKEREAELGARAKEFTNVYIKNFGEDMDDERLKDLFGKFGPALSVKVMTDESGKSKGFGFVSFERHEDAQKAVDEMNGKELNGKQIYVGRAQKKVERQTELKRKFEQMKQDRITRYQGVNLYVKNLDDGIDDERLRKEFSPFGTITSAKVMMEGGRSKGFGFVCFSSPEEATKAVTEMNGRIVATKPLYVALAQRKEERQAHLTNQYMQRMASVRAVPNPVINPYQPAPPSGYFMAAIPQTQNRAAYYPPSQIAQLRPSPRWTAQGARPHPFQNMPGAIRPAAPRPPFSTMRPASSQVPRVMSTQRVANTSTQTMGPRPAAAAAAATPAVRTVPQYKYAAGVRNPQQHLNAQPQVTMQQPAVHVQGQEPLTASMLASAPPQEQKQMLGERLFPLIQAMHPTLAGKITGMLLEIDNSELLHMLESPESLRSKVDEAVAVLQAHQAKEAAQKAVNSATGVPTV
# NadD inh = blocks S. aureus nicotinate mononucleotide adenylyltransferase; purified NadD enzyme, colorimetric absorbance read-out; inhibition, % at 20 µM; 0.78% of 360,000 active; in the data active = inhibition above about 26%; also: some compounds past the cut are filed as inactive
# LMPTP block = LMPTP (human) inhibition; 0.22% of 360,000 active; recombinant LMPTP-A, OMFP fluorogenic substrate, fluorescence intensity; inhibition, % at 20 µM; P24666;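 active = compounds that cut the enzyme signal by at least half of the control window in the single-dose screen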;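 also: plate controls were DMSO wells with enzyme plus substrate for no effect and substrate without enzyme for full effect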
#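 Assay system: LMPTP-A, protein tyrosine phosphatase of low molecular weight / Medium: pH 6.0 Bis-Tris buffer with DTT and Triton X-100 / Schedule: 50 min enzyme reaction at room temperature, protected from light / Measured by: endpoint fluorescence intensity from OMFP dephosphorylation / Read-out basis: % inhibition relative to no-enzyme and uninhibited control wells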
# TbMetRS inhib = Trypanosoma brucei MetRS inhibition; purified T. brucei MetRS, ATP depletion, Kinase-Glo luminescence; inhibition, % at 11.9 µM; 0.4% of 360,000 active; AID 624268;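 active = inhibition above a per-plate cutoff of the control wells' mean inhibition plus 3 SD, cut at about 5.5% in these data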;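 also: 0% = DMSO wells median and 100% = median of wells with control inhibitor compound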
#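 Dosing: 11.9 µM compound single dose, 0.9% DMSO; Assay system: purified T. brucei MetRS enzyme; Measured by: Kinase-Glo luciferase luminescence reporting remaining unconsumed ATP; Schedule: 15 min plus 2 h at 25 °C.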
# Numbers without * were called inactive; i = inactive; . = not tested or not shown.
CSN deneddyl inh	Rpn11 inh	SUMO1-SIM PPI	STEP block	DNMT1 inh	Scp-1 inhibitor	PABP1 MLLE inh	NadD inh	LMPTP block	TbMetRS inhib	Compound
-5	i	-1	2	-2	-5	-9	-4	1.6	0.3	O=C(Nc1ccnn1C1CCN(Cc2c[nH]c3ccccc23)CC1)c1ccccc1
0	i	-2	0	-1	-1	-8	6	-2.1	-0.1	CCn1c(SCC(=O)OC(C)C)nnc1-c1ccccc1OC
2	i	-10	1	4	-5	-11	-6	-0.9	-0.8	CSc1nnc(-c2cc3ccccc3cc2O)n1C
-1	i	1	-2	3	3	3	-3	-1.2	-0.7	O=C(CCS(=O)(=O)c1ccccc1)NCc1ccccc1
8	i	1	1	2	0	19	-4	1.5	0.0	Nn1c(CSc2nc3ccccc3o2)nnc1CSc1nc2ccccc2o1
-7	i	5	0	-6	-7	-6	4	1.1	-0.6	CCCCC(=O)NC(c1ccc(Cl)cc1)c1ccc2cccnc2c1O (stereo not drawn)
4	i	13	0	-3	-4	11	-1	-2.4	0.0	CSC1=C(C#N)C(=O)NC(c2ccc(Cl)cc2)S1 (stereo not drawn)
-7	i	-14	2	0	-5	0	-2	-1.1	-0.6	CCOC(=O)N1CCN(CCC(=O)Nc2cc([N+](=O)[O-])ccc2OC)CC1
0	i	-17	2	54*	-4	43*	35*	9.0	-0.3	Cc1cc2cc(CNS(=O)(=O)c3ccc4ccccc4c3)ccc2n1C
-2	i	-18	1	3	7	-10	1	-1.8	-1.3	CCOc1ccc([N+](=O)[O-])c(N)c1
-6	i	2	-2	0	1	-5	-7	-1.7	-0.3	Cc1cccc(OCC(=O)N/N=C/c2ccccc2C(=O)O)c1
-3	i	-16	0	-1	.	-17	1	0.6	-0.2	COc1ccccc1OCC(=O)N/N=C(\C)c1ccc2ccccc2c1
2	i	-6	-2	-6	-19	-3	-8	3.3	-0.3	CC(=O)Nc1ccc(C2=NN(c3ccccc3)C(c3ccccc3)C2)cc1 (stereo not drawn)
-12	i	1	0	-3	7	1	-3	-0.4	0.2	COc1ccc(Sc2nc(-c3ccccc3)ncc2C(=O)O)cc1
-1	i	1	-4	2	-5	-8	-9	-0.9	0.1	CCOC(=O)c1cc(=O)[nH]c2ccccc12
-6	i	1	-4	0	1	-8	0	-2.2	-0.6	CCCCN(C(=O)c1cc(=O)[nH]c2ccccc12)c1c(N)n(CCCC)c(=O)[nH]c1=O
5	i	4	-1	-13	7	-2	20	5.1	-0.2	COc1cc2nc(SCc3ccc(Cl)cc3Cl)n(Cc3cccs3)c(=N)c2cc1OC
2	i	4	-2	-7	-6	-3	-2	-0.6	-0.2	CCCn1c(N)c(C(=O)CN(C)CC(=O)Nc2ccccc2C(F)(F)F)c(=O)[nH]c1=O
-1	.	10	.	.	.	.	.	-0.6	-0.7	COC(=O)C[C@@H]1CC[C@H](NS(=O)(=O)c2cccc(F)c2)[C@@H](CO)O1
7	i	4	-1	0	-14	12	-8	-1.1	0.5	COC(=O)c1c(C)noc1-c1ccc(Cl)cc1
-5	i	3	0	0	-2	-10	-4	-0.2	-0.3	CC(C)Cn1cnc2c(SCc3ccccc3)nc(N)nc21
1	i	11	3	-2	-9	22	6	0.5	0.3	C=CCSc1nnc(NC(=O)c2cccc(S(=O)(=O)N(C)c3ccccc3)c2)s1
5	i	-21	4	-1	-4	-1	-10	-2.4	0.3	CCc1nc2cc([N+](=O)[O-])c([N+](=O)[O-])cc2[nH]1
18	i	-9	-3	-6	-2	-10	5	-1.2	-0.2	COc1ccc(C2NC(=S)NC3=C2CCc2cc(OC)ccc23)cc1 (stereo not drawn)
4	i	0	3	8	-2	6	1	0.1	-0.3	CCCC(C)NS(=O)(=O)c1ccccc1 (stereo not drawn)
6	i	0	1	40	-11	2	-6	-0.7	-2.4	COc1ccc(CCNC(=O)COC(=O)CCC(=O)c2ccc(F)cc2)cc1
1	i	-1	-2	1	-6	15	-3	-0.2	-0.2	O=C(N/N=C/c1c[nH]c2ccccc12)c1ccccc1
9	i	-1	0	7	-6	-13	5	-0.9	-1.4	C/C(=N/n1cnnc1)c1cccnc1
-2	i	2	-2	4	-5	0	-3	-0.4	0.4	Cc1cccc(OCC(=O)Nc2ccccc2C(=O)N2CCOCC2)c1
6	i	-20	2	-1	-13	9	7	3.1	0.1	COc1ccc(N2CCN(C(=O)c3cc4c(s3)-c3ccccc3S(=O)(=O)C4)CC2)cc1
2	i	-2	-2	-2	-5	-13	-2	-2.6	-1.0	COc1cc(OC)cc(-n2nnnc2SCC(=O)N2CCCC2)c1
4	i	2	0	-6	-4	-1	15	2.9	-0.1	O=C(c1cc(-c2ccccc2)nc2ccccc12)N1CCN(c2ccccc2O)CC1
-4	i	-2	-1	-12	-5	8	-7	3.3	-0.7	Cc1cccc(N2CCN(C(=O)c3cn(C)c(=O)c4c3c3ccccc3n4C)CC2)c1C
-1	i	-1	-1	-4	0	3	-8	-2.0	2.5	CCC(C)NC(=O)CSc1n[nH]c(-c2cc(Cl)ccc2OC)n1 (stereo not drawn)
-4	i	0	0	0	37	7	1	-0.5	-0.7	O=C(COc1ccc(Cl)cc1)Nc1nnc(C2=COCCO2)o1
-3	i	3	-1	1	-7	-7	-4	-1.5	-1.2	Cc1cc(-c2nnc(SCC(=O)Nc3ccccc3Cl)n2C)no1
-1	i	-4	3	-1	-8	8	-2	-2.7	0.2	CCOC(=O)c1oc2nc3c(cc2c1N)COC(C)(C)C3
0	i	-2	0	0	-8	-83	-3	1.1	-0.4	CCOC(=O)c1c(NC(NC(=O)C(C)C)C(Cl)(Cl)Cl)sc2c1CCC2 (stereo not drawn)
2	i	-2	-3	5	4	-5	-3	-2.9	0.3	CC1(C)CC(=O)C=C(OC(=O)c2ccc(Cl)cc2)C1
5	i	-1	4	-18	-2	14	4	4.9	-1.4	Cn1cnnc1SCC(=O)Nc1ccc2nc(SCc3cccc4ccccc34)sc2c1

# Some of the entries above in another layout.
structure: Cc1cc(-c2nnc(SCC(=O)Nc3ccccc3Cl)n2C)no1
  CSN deneddyl inh: -3 | Rpn11 inh: i | SUMO1-SIM PPI: 3 | STEP block: -1 | DNMT1 inh: 1 | Scp-1 inhibitor: -7 | PABP1 MLLE inh: -7 | NadD inh: -4 | LMPTP block: -1.5 | TbMetRS inhib: -1.2
structure: CCOC(=O)c1oc2nc3c(cc2c1N)COC(C)(C)C3
  CSN deneddyl inh: -1 | Rpn11 inh: i | SUMO1-SIM PPI: -4 | STEP block: 3 | DNMT1 inh: -1 | Scp-1 inhibitor: -8 | PABP1 MLLE inh: 8 | NadD inh: -2 | LMPTP block: -2.7 | TbMetRS inhib: 0.2
structure: CCOC(=O)c1c(NC(NC(=O)C(C)C)C(Cl)(Cl)Cl)sc2c1CCC2 (stereo not drawn)
  CSN deneddyl inh: 0 | Rpn11 inh: i | SUMO1-SIM PPI: -2 | STEP block: 0 | DNMT1 inh: 0 | Scp-1 inhibitor: -8 | PABP1 MLLE inh: -83 | NadD inh: -3 | LMPTP block: 1.1 | TbMetRS inhib: -0.4

# Next part.
CSN deneddyl inh	Rpn11 inh	SUMO1-SIM PPI	STEP block	DNMT1 inh	Scp-1 inhibitor	PABP1 MLLE inh	NadD inh	LMPTP block	TbMetRS inhib	Compound
0	i	-1	-1	0	-4	-11	-2	-0.1	-0.1	COC(=O)c1cc(NC2c3ccccc3C(=O)N2CCN2CCOCC2)cc(C(=O)OC)c1 (stereo not drawn)
0	i	2	0	0	19	-80	1	-0.4	1.1	CC(NC(=O)CSc1nc2ccccc2c(=O)[nH]1)c1ccccc1 (stereo not drawn)
2	i	0	-3	1	6	-88	-6	0.1	-0.7	Fc1ccc(NC(=S)N2CCN(C/C=C/c3ccccc3)CC2)c(F)c1
2	i	-2	-3	1	-6	5	-4	-1.4	-0.3	COCc1[nH]nc2c1C1(CCC3(CC1)OCCO3)C(C#N)=C(N)O2
3	i	1	-1	0	1	-1	3	-0.8	-0.4	O=C(C1CCOCC1)N1CCCC(N2CCN(c3cccc(Cl)c3)CC2)C1 (stereo not drawn)
1	i	-1	3	3	4	-9	-5	-1.4	-0.9	Cc1c(N=CN2CCOCC2)c(=O)n(C)c(=O)n1C
-5	i	28	1	2	2	-100	-1	1.1	-0.4	CCn1c(SCC(=O)O)nnc1-c1cc2c(C)nn(-c3ccccc3)c2s1
0	i	0	-1	2	-13	-13	-4	-0.1	-0.6	CCOC(=O)c1c(N)sc(C(=O)N2CCCC(C(N)=O)C2)c1C (stereo not drawn)
51*	.	-14	-3	7	-17	-52	1	1.4	1.8	O=C(CCN1C(=O)/C(=C/c2cccs2)SC1=S)NNC(=O)c1cccc(O)c1
0	i	-8	-4	-2	-6	15	-1	-0.7	-0.8	O=C(C1=C(O)C(=O)N(CCN2CCOCC2)C1c1cccnc1)c1cc2ccccc2o1 (stereo not drawn)
10	i	-11	11	13	25	9	2	23	0.2	COc1ccc(-c2nc(CS(=O)(=O)CC(=O)NCCc3ccc(C)cc3)c(C)o2)cc1
-1	i	-6	-1	-5	-1	-2	3	1.9	-0.7	Cc1nn(Cc2ccccc2Cl)c2sc(C(=O)NCCCn3ccnc3)cc12
7	i	1	0	7	3	5	-4	-2.3	-0.9	CCOC(=O)C1CCCN(Cc2sccc2C)C1 (stereo not drawn)
5	i	3	-2	3	-6	8	0	2.4	-0.4	COc1ccc(CN2C3CCC2CC(NC(=O)c2cccc(F)c2)C3)cc1 (stereo not drawn)
1	i	-4	-2	8	0	2	3	-1.1	-0.3	OCC[C@@H]1C[C@@H](O)[C@H](O)[C@]2(OCc3ccccc32)O1
0	i	3	0	-3	-2	0	5	0.4	-0.7	CCOC(=O)CC(=O)Nc1cc(Cl)ccc1O
-2	i	-25	-1	0	-4	6	2	0.3	-0.4	Nc1nc(-c2ccccc2)[nH]c(=O)c1N=O
-2	i	2	1	4	-3	-3	8	0.0	-0.1	CC1CCc2c(sc(NC(=O)CSc3nc(N)cc(=O)[nH]3)c2C(N)=O)C1 (stereo not drawn)
1	i	1	2	-2	-3	2	8	0.8	0.0	O=C(COC(=O)COc1ccccc1)NCc1ccc2c(c1)OCO2
-1	i	0	4	9	-5	6	7	-0.1	-0.2	Cc1ccc(C2(C(F)(F)F)NC(=O)N3C(=C2C#N)Nc2ccccc23)cc1 (stereo not drawn)
